FLuc stim CS: firefly luciferase counter-screen for stimulation assays; AID 1027; activation factor at 10 µM; ATPlite luciferase biochemical, luminescence, 10 min; 0 = ATP-free wells, 1 = DMSO control; 200,000 tested, under 10 active; P08659;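 active means luciferase activation factor, scaled between plate controls, of at least 2 with compound at 10 µM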
Target sequence (P08659 whole entry, looked up): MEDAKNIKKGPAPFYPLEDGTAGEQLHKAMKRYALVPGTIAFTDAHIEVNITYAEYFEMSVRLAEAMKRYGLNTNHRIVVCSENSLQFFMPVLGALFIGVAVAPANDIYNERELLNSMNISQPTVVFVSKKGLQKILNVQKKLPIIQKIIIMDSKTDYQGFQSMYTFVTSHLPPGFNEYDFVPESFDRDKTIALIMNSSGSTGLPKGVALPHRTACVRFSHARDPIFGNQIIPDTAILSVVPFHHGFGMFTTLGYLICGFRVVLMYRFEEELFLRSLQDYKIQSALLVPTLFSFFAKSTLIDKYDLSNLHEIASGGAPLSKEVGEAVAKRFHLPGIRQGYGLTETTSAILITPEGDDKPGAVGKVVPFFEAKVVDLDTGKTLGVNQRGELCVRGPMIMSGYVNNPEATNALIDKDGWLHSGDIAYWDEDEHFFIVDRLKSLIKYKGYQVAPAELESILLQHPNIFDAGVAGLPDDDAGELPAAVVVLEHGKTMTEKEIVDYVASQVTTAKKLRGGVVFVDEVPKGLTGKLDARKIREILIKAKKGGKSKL
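Material: Luciferase/luciferin reagent mix; Doses: test compounds dosed from 2 mM stocks in 100% DMSO; Schedule: 10 min incubation after luciferase reagent addition, room temperature; Measured by: luminescence from luciferase reaction; Read-out: luminescence gain marking luciferase activators.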
Diaphorase act: diaphorase activation or chemical reduction counter-screen; Diaphorase/resazurin coupled assay, resorufin fluorescence, 16 min; hits give high values; 1 = vehicle wells, 0 = NADH-free wells; activation factor at 20 µM; 190,000 tested, 0.005% active; AID 1229;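 active means diaphorase activity raised at least twofold by the compound at 20 µM; inactive means activation factor below 2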
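Test system: Clostridium kluyveri diaphorase, purified enzyme; input: enzyme 0.07 U/mL final; buffer or medium: 50 mM HEPES pH 7.4 with 4.542 mM MgCl2, 0.005% Tween 20; also added: 0.114 mM NADH and 0.1 mM resazurin, final amounts; schedule: 16 min enzyme reaction, ambient temperature; technique: fluorescence of resorufin, 544 nm excitation, 590 nm emission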
NF-kB neuron act: NF-kB expression increase, human neuronal cells. NF-kB reporter expression; hits give high values. fold change at 12.5 µM. 190,000 tested, 1.6% active; in the data active means fold change above about 3.3
FLuc inhib CS: Photinus pyralis luciferase inhibition counter-screen; P08659; ATPLite firefly luciferase biochemical luminescence, 10 min; inhibition, % at 10 µM; 200,000 tested, 1.5% active; AID 1006;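 active means inhibition above about 50% when tested at 10 µM, limit read from the data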
APP 5'UTR act: activates APP 5'UTR luciferase reporter; 190,000 tested, 1% active; AID 1276; activation, % at 2 µM; SH-SY5Y APP 5'UTR luciferase reporter, luminescence; zero percent = DMSO vehicle wells;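 active means activation above a set limit, based on mean plus 3 SD of controls, cut at about 140% in these data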; further: values of inactives mirror those of a sister screen read the other way
Diaphorase inh: counter-screen for diaphorase-based assays: diaphorase inhibitors and chemical oxidizers | diaphorase resazurin-to-resorufin fluorescence, NADH, 16 min; bacterial (C. kluyveri) enzyme, not human | inhibition, % at 20 µM | 190,000 tested, 0.69% active;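 active means primary screen inhibition at 20 µM above a set limit, cut at about 50% in these data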;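 further: plate controls were DMSO with full reaction for no effect and wells lacking NADH for full effect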
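System: Bacterial diaphorase enzyme (C. kluyveri) | Incubation: 16-min room-temperature incubation before reading | Benchmarks: No-NADH positive control and DMSO neutral control | Measured by: Resorufin fluorescence 544/590 nm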
STAT1 activator: activators of IFN-gamma induced STAT1 signaling; activation (% of control), % at 5.5 µM; 200,000 tested, 2.6% active; AID 932; NIH 3T3 STAT1-luciferase reporter, luminescence; 100% = IFN-gamma alone, no compound;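 active means activation above the screen-wide mean activation plus 3 SD, cut at about 130% in these data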;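 further: raw ratio to IFN-gamma control signal so 100% means no change and 0% no light; values of inactives mirror those of a sister screen read the other way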
APP 5UTR inh: APP translation inhibition; SH-SY5Y APP 5'UTR-luciferase reporter, luminescence; inhibition, % at 2 µM; 190,000 tested, 0.82% active; AID 1285;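 active means inhibition above a set limit, derived from the sample mean plus 3 SD, cut at about 45% in these data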; further: values of inactives mirror those of a sister screen read the other way
G6PDH counter: L. mesenteroides G6PDH inhibition counter-screen; Purified L. mesenteroides G6PDH, diaphorase/resazurin coupled fluorescence, 45 min; inhibition, % at 5 µM; 200,000 tested, 0.12% active; AID 1020; in the data active means inhibition above about 50%
TLR4-MyD88 BLA: inhibitors of human TLR4-MyD88 binding; HeLa CL3-4 TLR4/MyD88 BLA complementation, FRET ratio; inhibition, % at 8.4 µM; 200,000 tested, 0.18% active; in the data active means inhibition above about 25%;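 further: 0% = vehicle and 100% = reference inhibitor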
* marks the source's active call; other numbers are inactive results; . = not tested or not shown.

SMILES	FLuc stim CS	Diaphorase act	NF-kB neuron act	FLuc inhib CS	APP 5'UTR act	Diaphorase inh	STAT1 activator	APP 5UTR inh	G6PDH counter	TLR4-MyD88 BLA
CCc1cccc(C)c1NC(=O)CCCSc1nc2ccccc2s1	1	0.9	0.82	-3	0	12	96	0	0	-4
O=C(Cc1ccccc1)NC(NCCCN1CCOCC1)(C(F)(F)F)C(F)(F)F	1.1	1	1.3	-12	-7	3	92	7	7	9
O=C(C1CCCCC1)N1CCC(c2nc3ccccc3[nH]2)CC1	1	1	1.1	-2	-3	0	100	3	8	10
CCC1=NN(C(=O)CCc2ccccc2O)C(O)(C(F)(F)F)C1 (stereo unspecified)	1	0.9	1.1	-1	7	12	102	-7	-8	10
COc1c(OC)c(O)c2c(=O)c(O)c(-c3ccccc3)oc2c1OC	1	0.7	1.1	3	-5	27	93	4	38	-16
CC(C)c1ccccc1N1CC(C(=O)O)CC1=O (stereo unspecified)	1	1	1.2	-3	20	-2	109	-20	3	0
CCS(=O)(=O)c1ccc(Sc2nncn2C)c([N+](=O)[O-])c1	1	1	1.3	2	0	-3	108	0	2	6
Cc1cc(C)c(S(=O)(=O)NCC2CCC(C(=O)NCCCN3CCOCC3)CC2)c(C)c1 (stereo unspecified)	1	1	1	-2	24	5	95	-24	-2	7
NC(Cc1c[nH]c2ccccc12)C(=O)NCc1ccco1 (stereo unspecified)	1.1	0.7	0.89	-5	20	32	103	-20	12	3
CCOc1ccc(/C=C\C(C)=N\O)cc1	0.3	0.8	5.1*	69*	121	16	128	-121	9	-5
COc1cccc(NC(=O)CCSc2ccc(C)cc2)c1	1	0.9	1.3	-4	10	9	109	-10	7	2
CCCCNC(=O)C1CCN(C/C(C)=C/c2ccccc2)CC1	1	0.9	0.85	-2	-8	8	91	8	6	-15
COC(=O)c1sccc1NC(=S)N1CCC(C(N)=O)CC1	1	0.9	1.1	-4	1	11	97	-1	9	-4
NS(=O)(=O)c1cccn1-c1ncc(C(F)(F)F)cc1Cl	1	1.1	1.1	0	-18	-12	100	18	9	2
COc1ccccc1C(=O)Nc1nc2ccc(S(C)(=O)=O)cc2s1	0.8	1	0.99	20	22	3	118	-22	0	6
CCOC(=O)CSC(CC)C(=O)Nc1nnc(CC)s1 (stereo unspecified)	1	1	1	-2	6	4	102	-6	10	0
O=C(OCc1ccccc1)C1CCCN1C(=O)c1cccs1 (stereo unspecified)	1	0.9	1.2	-1	2	13	94	-2	-3	8
CC(=O)N(Cc1ccco1)C1(C(=O)NC2CCCC2)CCCCC1	1	0.8	1.1	-1	-8	19	100	8	8	12
O=C(C1CC1(c1ccccc1)c1ccccc1)N1CCOCC1 (stereo unspecified)	1.1	0.9	0.98	-8	1	10	95	-1	-2	9
CCCn1c(SCC(=O)Nc2cc(S(=O)(=O)N3CCOCC3)ccc2Cl)n[nH]c1=O	1	0.9	1.3	-4	22	15	96	-22	7	6
Fc1ccc(-c2csc3nnc(SCc4cccnc4)n23)cc1	1.1	0.9	1.2	-9	-2	13	92	2	-17	-5
CC(C)c1nnc(NC(=O)CSc2nc3ccccc3s2)s1	1.1	0.8	1.3	-5	-8	18	105	8	-1	0
Cc1cc(NC(=O)CN2CCc3ccccc3C2)nc2c1c(=O)oc1ccccc12	1.1	1.5	1.4	-6	25	-48	104	-25	8	-7
COc1cccc(/C=N/NC(=O)c2c(C)nc3ccc(Br)cn23)c1	1	1	0.83	-3	-4	4	94	4	9	3
COCCNC(=O)c1c(N)n(CCC2=CCCCC2)c2nc3ccccc3nc12	1	0.6	0.54	-4	-43	42	107	43	4	-22
Cc1ccc(N(CC(=O)NN=C2CCN(C)CC2)S(=O)(=O)c2ccc(C)cc2)cc1	1	1	1.4	-4	5	0	101	-4	2	-17
O=C(NCc1cccnc1)c1cc(-c2cccs2)on1	1	0.9	3.1	-4	0	14	112	0	0	-2
CCS(=O)(=O)c1ccc2c(c1)N(S(C)(=O)=O)CC(C(=O)NN)O2 (stereo unspecified)	1.1	1	0.9	-7	6	4	100	-6	10	-2
Cc1ccc(N2C(=O)CC(c3c[nH]c4ccccc34)C2=O)cc1 (stereo unspecified)	1	1.1	1.8	-1	1	-6	96	-1	-3	19
COc1cccc(N=c2oc3ccccc3cc2-c2nc3ccccc3[nH]2)c1	0.7	1.1	3.5*	25	132	-5	147*	-132	6	-1
CCC1CCCCN1CC(=O)c1c(C)[nH]c2ccccc12 (stereo unspecified)	1	0.9	0.78	-3	-10	9	94	10	1	-7
Cc1ccc(NC(=O)CC2S/C(=N/N=C/C=C/c3ccccc3)NC2=O)cc1Cl (stereo unspecified)	1	1	1.3	-3	16	-1	103	-16	-12	-10
CC1CN(Cc2nc3c(c(=O)n(C)c(=O)n3C)n2CC(=O)c2ccccc2)CC(C)O1 (stereo unspecified)	1.1	1	1.1	-6	8	2	100	-8	-1	-5
CCc1ccc2oc(-c3cc(N)ccc3O)nc2c1	0.1	1.1	4*	88*	187*	-7	80	-187	-11	-7
CC1CCCCN1C(=O)COc1ccc(NC(=O)c2ccco2)cc1 (stereo unspecified)	0.9	0.9	1.4	10	2	8	103	-2	15	0
O=C(CSc1ccc(Br)c2cccc(Cl)c12)Nc1ccc(S(=O)(=O)Nc2nccs2)cc1	1.1	0.8	1.1	-6	1	23	102	-1	6	6
C=CCNc1nnc(Sc2ncccc2[N+](=O)[O-])s1	1	1.1	0.97	1	-4	-14	75	4	1	-15
CCCCN1CN(Cc2ccccc2)CNC1=S	1	0.9	1.1	-3	-2	8	106	2	-7	2
COC(=O)C1=C(C)NC2=C(C(=O)CC(C)(C)C2)C1c1ccccn1 (stereo unspecified)	1	0.9	0.99	-2	10	11	98	-10	6	9
CC(=O)OCC1=C(C(=O)O)N2C(=O)C(NC(=O)CCn3nc(C)c(Cl)c3C)C2SC1 (stereo unspecified)	1	0.9	1.5	1	17	10	104	-17	13	-10
CCOC(=O)C1CCN(C(=O)Nc2ccc3snnc3c2)CC1	1	0.9	1	2	-5	11	98	5	1	-10
O=C(NC1CCCCCC1)c1c(O)c2cccc3c2n(c1=O)CCC3	1	1	.	-3	.	4	.	.	4	.
CN(C)CCNC(=O)c1ccc(-c2nn(C)c(=O)c3ccccc23)cc1	1	1	0.8	-4	14	0	99	-14	3	-6
COc1cc([N+](=O)[O-])cc2sc(NC(=O)c3c(F)cccc3F)nc12	0.9	1	1.2	6	14	-2	104	-14	22	0
O=[N+]([O-])c1cc(-n2cnnn2)ccc1N1CCC(Cc2ccccc2)CC1	1.1	0.8	0.7	-5	-8	17	90	8	2	4
Cc1ccc(-n2c(N)c(-c3nc4ccccc4n3C)sc2=S)cc1	1	1	1.4	2	17	-2	102	-17	-42	-12
CN(CCc1ccccn1)C(=O)Nc1ccc(Cl)cc1	1	0.9	1.6	1	-9	5	109	9	1	-12
CCn1nnnc1SCC(=O)NCc1ccco1	1	0.9	1.1	-1	-10	6	103	10	2	9
Cc1ccccc1Cn1ccc(NC(=O)c2onc(C)c2Cl)n1	0.9	0.8	1.8	7	31	21	113	-31	10	-7
COC(=O)Cc1ccc(NC(=O)C(c2ccccc2)c2ccccc2)cc1	1	0.8	1.4	-3	5	15	103	-5	13	-12
CSc1ccc(CNc2cccc3ccccc23)cc1	1	0.7	0.97	0	1	30	97	-1	-4	-6
Cc1ccc(N(CC(=O)Nc2cccc(C)c2)S(=O)(=O)c2cccc3nonc23)cc1	1	0.9	0.87	-2	1	9	98	-1	10	3
CC1(C)OC(=O)C(=CNn2cnc3ccccc3c2=O)C(=O)O1	1.1	0.9	2.2	-7	132	8	111	-132	8	1
Cc1onc(-c2ccccc2Cl)c1C(=O)Nc1ccc(CN2CCCC2)cc1	1.1	1	1.2	-8	9	0	101	-9	12	5
COc1ccc2nc(N3CCC(O)CC3)c(C#N)cc2c1	0.8	0.7	1.1	19	7	30	105	-7	16	5
COc1ccc([N+](=O)[O-])cc1N(CC(O)CN(CC(C)C)CC(C)C)S(=O)(=O)c1ccccc1 (stereo unspecified)	1	1	0.93	-2	13	-3	116	-13	16	7

By substructure: the compounds so far containing an aryl thioether with sulfur outside any ring (10)
SMILES	FLuc stim CS	Diaphorase act	NF-kB neuron act	FLuc inhib CS	APP 5'UTR act	Diaphorase inh	STAT1 activator	APP 5UTR inh	G6PDH counter	TLR4-MyD88 BLA
CCc1cccc(C)c1NC(=O)CCCSc1nc2ccccc2s1	1	0.9	0.82	-3	0	12	96	0	0	-4
CCS(=O)(=O)c1ccc(Sc2nncn2C)c([N+](=O)[O-])c1	1	1	1.3	2	0	-3	108	0	2	6
COc1cccc(NC(=O)CCSc2ccc(C)cc2)c1	1	0.9	1.3	-4	10	9	109	-10	7	2
CCCn1c(SCC(=O)Nc2cc(S(=O)(=O)N3CCOCC3)ccc2Cl)n[nH]c1=O	1	0.9	1.3	-4	22	15	96	-22	7	6
Fc1ccc(-c2csc3nnc(SCc4cccnc4)n23)cc1	1.1	0.9	1.2	-9	-2	13	92	2	-17	-5
CC(C)c1nnc(NC(=O)CSc2nc3ccccc3s2)s1	1.1	0.8	1.3	-5	-8	18	105	8	-1	0
O=C(CSc1ccc(Br)c2cccc(Cl)c12)Nc1ccc(S(=O)(=O)Nc2nccs2)cc1	1.1	0.8	1.1	-6	1	23	102	-1	6	6
C=CCNc1nnc(Sc2ncccc2[N+](=O)[O-])s1	1	1.1	0.97	1	-4	-14	75	4	1	-15
CCn1nnnc1SCC(=O)NCc1ccco1	1	0.9	1.1	-1	-10	6	103	10	2	9
CSc1ccc(CNc2cccc3ccccc23)cc1	1	0.7	0.97	0	1	30	97	-1	-4	-6

Compounds were not picked by outcome; overall some 5.6% were active at least once.
